DAX1 inh-1: DAX1 (NR0B1) inhibition, primary screen. HEK293T StAR-luciferase reporter, SF-1/DAX-1 repression relief. inhibition, % at 6.8 µM. actives 1.1% (n = 370,000). AID 652010;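 active = inhibition above the mean over all tested compounds plus 3 SD, cut at about 3.6% in these data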;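 also: 0% = DAX-1 cells with DMSO and 100% = cells lacking DAX-1 with DMSO; higher inhibition means more luminescence from relief of DAX-1 repression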
HGIII-sPLA2 inh: Blocks human group III sPLA2 activity; inhibition, % at 12.2 µM; Q9NZ20; actives 0.56% (n = 370,000); QFRET BODIPY PC-A2 liposome hydrolysis, fluorescence; AID 743126;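 active = inhibition above mean plus 3 SD of compounds lying within the high and low control bounds, cut at about 19% in these data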;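 also: 0% = median of test compound wells and 100% = no enzyme DMSO wells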
DAX1 inh-2: inhibits human nuclear receptor DAX1 | AID 504766 | HEK293 Gal4-DAX1 luciferase reporter, luminescence | P51843 | actives 0.99% (n = 340,000) | inhibition, % at 6.75 µM;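 active = inhibition above the mean over all tested compounds plus 3 SD, cut at about 4.2% in these data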;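 also: 0% = DAX1-transfected cells with DMSO and 100% = empty-vector control cells with DMSO; inhibition shows as a rise in luminescence from relieved DAX1 repression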
Target sequence (P51843 207-470 limits assumed): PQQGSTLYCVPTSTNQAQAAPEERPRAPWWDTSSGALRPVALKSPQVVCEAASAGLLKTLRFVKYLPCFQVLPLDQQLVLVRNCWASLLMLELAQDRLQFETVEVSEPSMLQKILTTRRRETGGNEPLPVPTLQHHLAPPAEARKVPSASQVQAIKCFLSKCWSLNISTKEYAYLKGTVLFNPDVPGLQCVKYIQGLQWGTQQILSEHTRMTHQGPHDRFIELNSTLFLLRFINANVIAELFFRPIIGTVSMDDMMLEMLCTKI
PLC-beta3 inh: inhibitors of human phospholipase C beta3 | Purified PLC-beta3, fluorogenic substrate, fluorescence | Q01970 | AID 720704 | inhibition, % at 12.2 µM | actives 0.18% (n = 370,000); in the data active = inhibition above about 11%;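 also: 0% = median of compound wells on plate and 100% = full blocker control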
SMARCA2 activ: activators of SMARCA2 function. MG213 cells, MMTV-luciferase reporter, dexamethasone, overnight. activation, % at 9.1 µM. actives 1% (n = 370,000); in the data active = activation above about 7.8%;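 also: 0% = vehicle wells and 100% = reference activator wells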
ssDAF-12 act: S. stercoralis DAF-12 activation, primary screen | actives 1% (n = 370,000) | HEK293 ssDAF-12/GRIP1 lit1-tk-luc reporter, luminescence; % of 3 µM dafachronic acid response | AID 652126 | activation, % at 6.8 µM;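 active = activation above the mean over all tested compounds plus 3 SD, cut at about 0.9% in these data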;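 also: 0% = DMSO-only wells and 100% = 3 µM delta7-dafachronic acid wells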
PG9 Ab binder: small molecules binding HIV-1 gp120 antibody PG9; TR-FRET gp120-PG9 antibody binding; inhibition, % at 6.7 µM; actives 0.43% (n = 360,000); in the data active = inhibition above about 8.5%
GAA850 FXN act: activators of GAA850 frataxin (FXN) promoter. HEK293 lucGAA850 FXN promoter luciferase reporter, 24 h; percent of 10 µM SAHA response. activation, % at 6 µM. actives 0.56% (n = 360,000). AID 540364;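 active = activation above the average of all compounds screened plus 3 SD, cutoff fixed separately per campaign, cut at about 7.5% in these data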;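 also: 0% = DMSO wells and 100% = 10 µM SAHA wells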
Rev-erbA mod: Rev-erb alpha (human) modulation | activity, % at 10 µM | Rev-erbα–FITC-DNA binding, fluorescence polarization, 90 min | actives 0.79% (n = 370,000);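 active = activity above about 14%, limit read from the data; passing the limit was not always enough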;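 also: 0% = DMSO wells with 35 nM protein and 100% = DMSO wells with 750 nM protein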
Target sequence (P20393 whole entry, looked up): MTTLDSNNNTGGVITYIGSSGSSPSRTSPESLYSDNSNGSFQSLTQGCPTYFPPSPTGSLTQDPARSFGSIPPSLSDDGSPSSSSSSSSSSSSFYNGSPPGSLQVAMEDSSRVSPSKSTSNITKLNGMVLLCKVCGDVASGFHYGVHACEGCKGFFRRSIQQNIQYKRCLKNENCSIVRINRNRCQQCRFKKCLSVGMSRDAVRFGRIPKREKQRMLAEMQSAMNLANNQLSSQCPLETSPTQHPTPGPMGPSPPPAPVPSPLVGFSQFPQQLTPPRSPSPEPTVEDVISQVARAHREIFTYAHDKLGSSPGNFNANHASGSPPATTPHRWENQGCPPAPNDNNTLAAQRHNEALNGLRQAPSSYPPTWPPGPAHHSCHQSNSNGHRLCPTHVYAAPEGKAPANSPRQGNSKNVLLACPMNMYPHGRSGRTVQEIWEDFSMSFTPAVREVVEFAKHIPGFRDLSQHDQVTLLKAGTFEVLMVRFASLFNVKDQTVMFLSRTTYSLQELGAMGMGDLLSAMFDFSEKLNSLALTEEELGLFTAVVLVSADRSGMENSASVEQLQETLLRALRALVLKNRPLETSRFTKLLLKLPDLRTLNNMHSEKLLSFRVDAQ
hgDAF-12 ag: hgDAF-12 agonism, primary luciferase screen; HEK293 GAL4-hgDAF12 UAS-luciferase reporter, agonist luminescence; normalized to butyrate control; activation, % at 6.8 µM; actives 1.8% (n = 370,000); AID 687014;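 active = activation above a cutoff set at the mean of all screened compounds plus 3 SD, cut at about 10% in these data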;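 also: 0% = DMSO wells and 100% = sodium butyrate wells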
hcDAF12 agonist: activates DAF-12 receptor from parasite H. contortus; AID 652067; activation, % at 6.8 µM; HEK293 hcDAF-12 lit1-tk-luc reporter, luminescence; 0% DMSO, 100% Δ7-dafachronic acid; actives 1.4% (n = 370,000);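 active = activation above the mean of all tested compounds plus 3 SD, cut at about 5.5% in these data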;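 also: 100% = response to 3 µM Δ7-dafachronic acid high control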
The depositor's hits bear a star; x = no result given.

cpd	SMILES	hcDAF12 agonist	PLC-beta3 inh	HGIII-sPLA2 inh	ssDAF-12 act	hgDAF-12 ag	GAA850 FXN act	DAX1 inh-1	DAX1 inh-2	Rev-erbA mod	PG9 Ab binder	SMARCA2 activ
1	CCCOc1ccc(C(CC(=O)O)NC(=O)CC(c2ccccc2)c2ccccc2)cc1 (configuration not stated)	1.8	-1	-7	0.1	8.4	-0.3	0.2	x	-1	-2.1	-4
2	COc1ccc(C#Cc2c(-c3ccccc3)n(C)c3ccccc23)cc1	2.8	-88	0	0.0	-0.1	0.1	-0.2	1.4	-5	-1.1	0
3	S=C(NCCc1ccccc1)Nc1ccc(N2CCCCC2)cc1	2.0	-10	18	-1.6	-0.8	4.6	0.3	-2.0	6	0.9	-2
4	O=C(O)CC12CC3CC(C1)CC(n1ncc(NCc4ccco4)c(Cl)c1=O)(C3)C2	-0.4	-6	-2	-0.3	0.5	-0.6	-0.5	-0.1	0	0.7	4
5	CC(=O)c1cc2c(cc1NC(=O)CSc1ccc(S(=O)(=O)N(C)C)cn1)OCO2	-0.2	-51	1	-1.2	2.6	-1.1	-0.7	0.7	4	-0.7	-4
6	CCOc1ccc(C2=CC(=O)C[C@H](c3ccc(OC)cc3)C2)cc1	-1.2	-1	-4	-0.7	0.4	5.2	0.1	-0.9	-2	-0.5	3
7	O=C(NN=Cc1c(O)ccc2ccccc12)C1CC1	-0.3	-18	4	-1.3	-7.6	-4.8	-3.5	-3.2	7	-2.5	-2
8	Cc1cccc(N(CC(=O)NC2CCCC2)C(=O)CCC(=O)Nc2nc(C)cs2)c1	0.1	-4	-4	-1.0	-0.3	-1.2	-0.2	0.0	2	-2.1	0
9	CN(CC(=O)N1CCCC1)S(=O)(=O)c1cc(Cl)ccc1Cl	-1.4	2	0	-1.0	0.7	1.8	-0.4	0.6	2	-0.1	-3
10	CN(C)S(=O)(=O)c1cc(C(=O)NCC2CCCO2)c(Cl)cc1Cl (configuration not stated)	-0.8	6	5	-0.4	-0.6	-1.4	-0.5	1.8	-4	-0.2	2
11	CN(C)C(=O)CN1CCN(Cc2nc(CC3CC3)no2)CC1	1.9	-9	3	0.2	0.3	1.8	0.4	1.8	-2	-0.8	2
12	O=c1cc2ncc(-n3cc([N+](=O)[O-])cn3)cn2[nH]1	-0.8	1	2	-1.4	6.1	-2.0	0.7	0.8	0	-1.6	-4
13	O=C(Cc1cc(=O)[nH][nH]1)N/N=C/C=C/c1ccccc1	-2.5	-1	-2	-1.2	1.7	0.6	-0.3	-0.3	0	-1.0	-1
14	COc1ccc(-c2noc(N3CCC(C(=O)N(C)c4ccccc4C)CC3)n2)cc1	-1.3	0	-7	-1.7	0.0	-1.8	-1.5	-0.8	1	0.2	-6
15	Cc1nn(-c2ccccc2)c2sc(C(=O)NCc3ccc4c(c3)OCO4)cc12	-2.3	-2	-15	-1.9	5.7	x	-0.7	x	-7	x	-5
16	CCOC(=O)N1CCN(C(=O)c2c(-c3ccccc3Cl)noc2C)CC1	0.3	-3	10	-1.2	1.7	2.7	0.1	-1.2	0	0.0	-3
17	O=C(NCCC1CCCCN1S(=O)(=O)c1ccc(Cl)cc1)C(=O)NCc1ccncc1 (configuration not stated)	0.3	-3	-6	-0.8	-0.8	-1.3	0.1	-0.1	-3	-2.3	0
18	CCc1ccc(C2CC(c3ccccc3)n3ncnc3N2)cc1 (configuration not stated)	-2.5	-67	2	-1.7	1.5	0.9	-0.8	4.2	3	-0.7	-1
19	CCOc1cc(C(=O)Nc2ccc(N3CCOCC3)cc2)cc(Br)c1OC	-1.9	-7	3	-1.4	-1.7	-4.3	0.7	0.9	0	-1.7	-3
20	CCOc1ccc2oc(C(=O)OCC(=O)NC(=O)NC)c(C)c2c1	-0.7	-15	1	-1.7	2.1	-0.6	0.1	1.0	3	-1.1	-2
21	CCOc1ccc(CC(=O)Nc2sc(Cc3ccccc3)c(C)c2C(N)=O)cc1OCC	-2.6	-39	-15	-1.7	-2.5	-1.0	-0.4	2.3	-5	3.6	-3
22	COc1ccc(NC(=O)CNc2cc(C)ccc2C)cc1S(=O)(=O)N1CCOCC1	0.3	-8	2	-0.7	-4.2	0.6	0.1	0.1	-1	1.3	0
23	COc1ccccc1NC(=O)c1nn(-c2ccc(Cl)cc2)ccc1=O	0.1	4	-4	-1.1	1.0	-1.1	-0.5	-0.4	-11	-3.4	1
24	Cc1cccc2c1cnn2C(=O)CCC(=O)N1CC(C)CC(C)C1 (configuration not stated)	-3.1	6	-2	-1.2	-0.9	1.1	0.1	0.1	5	-0.8	2
25	COc1ccc(OC)c(CN(CCCN2CCOCC2)S(=O)(=O)c2ccc(NC(C)=O)cc2)c1	-0.3	-2	-5	-0.5	-0.2	0.8	-0.1	-1.3	6	-0.6	0
26	CN(CCCNC(=O)c1cc2c(=O)[nH]c3ccccc3c2n1C)Cc1ccccc1	0.5	-5	-18	-0.5	0.2	6.0	0.6	-1.2	6	0.9	1
27	COc1ccccc1S(=O)(=O)N(C)C[C@H]1Oc2cc(Br)ccc2S(=O)(=O)N([C@H](C)CO)C[C@H]1C	-2.9	0	-26	-1.2	-1.1	x	-1.2	x	-11	0.5	1
28	COc1ccc(CNC(=O)CCNC(=O)N2CC(=O)Nc3ccccc32)cc1	-1.2	2	4	-1.2	1.0	-0.4	1.1	-0.1	3	-2.5	-1
29	CC1(C)OC(=O)C(=CNc2cccc(O)c2)C(=O)O1	-2.4	-9	-27	-1.9	0.7	3.7	-0.2	0.1	-2	-3.5	7
30	O=C1C=C(OCCF)CC(c2cccc(Cl)c2)O1 (configuration not stated)	-1.0	4	2	-0.3	3.8	x	1.9	x	5	2.8	-3
31	COc1ccc(OCC(=O)Nc2cccc(NC(=O)c3ccco3)c2)cc1	-0.6	-1	-6	-1.2	-1.3	2.0	0.4	-0.5	0	-1.6	1
32	COc1cc(/C=C2/C(=O)c3cccc([N+](=O)[O-])c3C2=O)c(Br)cc1O	2.2	-8	-3	-0.9	-1.4	2.8	0.1	0.3	0	0.0	-4
33	O=C1CCc2cc(S(=O)(=O)N3CCCCC3)cc3c2N1CCC3	0.8	3	6	-1.3	-0.6	4.5	2.7	0.0	11	-0.8	-1
34	O=C(Nc1ccccc1)C1=C[C@@H](C2CC2)C[C@@H](OCCCCO)O1	5.3	0	2	-0.4	7.3	3.2	0.7	0.4	-1	-0.8	5
35	CCN(CC)C(=O)c1sc(NC(=O)c2cc(-c3ccc(C)s3)nc3ccccc23)c(C(=O)OC)c1C	1.6	-61	-6	-0.6	1.0	1.3	-0.2	1.5	5	-0.1	1
36	Cc1cc(Nc2ccccc2)c2c([N+](=O)[O-])cc(C)c(C)c2n1	-1.4	4	11	-0.5	0.1	2.0	-0.7	0.2	-4	-1.4	-1
37	CCOC(=O)C1(CCOc2ccccc2)CCN(Cc2ccc3nonc3c2)CC1	-1.2	-5	-3	-2.0	-2.7	-0.9	-2.0	-0.2	3	-2.0	0
38	Cc1ccc(S(=O)(=O)Nc2ccc3nc(C)oc3c2)cc1	-3.3	1	7	-1.1	-3.0	-0.3	-6.2	-1.9	-2	2.7	-5
39	O=C(Nc1ccncc1)c1cccc(S(=O)(=O)N2CCCC2)c1	-2.2	-3	2	-1.0	-4.0	-1.0	-4.7	-1.2	-1	-3.0	-5
40	CCN(CC)CC(O)CN(c1ccccc1)S(=O)(=O)c1ccc2ccccc2c1 (configuration not stated)	-0.1	0	9	-0.7	-1.8	-1.1	0.4	0.8	-1	-0.1	-3
41	CCCC(=O)N1CCC1(C)C(=O)Nc1ccc(C)c(C)c1 (configuration not stated)	0.5	2	-4	-0.9	-1.3	-0.4	-1.4	x	-3	1.1	3
42	O=C(CCS(=O)(=O)c1ccc(Br)cc1)N1CCN(Cc2ccccc2)CC1	-1.6	1	0	-0.9	-1.0	0.3	-0.3	-0.7	-2	-0.5	2
43	COc1ccc(OC)c(-c2csc(NC(=O)C3=NN(c4ccccc4)C(=O)CC3)n2)c1	0.2	-27	-10	-1.5	-5.2	-0.4	-1.0	-0.9	1	0.9	-2
44	NNc1nc2cc3c(cc2s1)OCCO3	1.6	-65	2	-1.5	-3.0	0.9	-0.3	-0.7	-4	-4.1	-3
45	CCOn1c(=O)c(-c2cccs2)[n+]([O-])c2ccccc21	0.9	-50	1	-1.1	0.1	2.5	-0.9	5.2*	5	1.3	1
46	Cc1nn(-c2ccccc2)c(N2CCCC2)c1/C=N/NC(=O)c1cccc(S(=O)(=O)Nc2ccc(Cl)cc2)c1	2.1	-85	-12	-0.7	-0.9	2.2	0.1	-1.6	3	-1.8	-3
47	Cc1ccc(C(c2nnnn2C2CCCCC2)N2CCc3ccccc32)cc1 (configuration not stated)	1.4	-2	0	-1.0	0.6	2.6	0.3	0.0	3	0.5	-3
48	CCCCc1ccc(N/C(N)=N/c2nc(C)cc(C)n2)cc1	-3.8	-5	-7	-2.9	-8.1	-3.4	-1.1	x	1	-0.8	-3
49	CC(C)(C)c1ccc(OCCC(=O)NNC(=O)c2ccccc2)cc1	-1.7	-3	2	-0.4	-0.6	0.3	-0.7	0.6	1	-1.3	-1
50	CCOC(=O)Nc1ccc2c(c1)[C@]1(CC(=O)N(CC(C)C)C1c1ccccc1)C(=O)N2C (some centres not stated)	0.7	-6	-2	-1.0	2.8	x	0.0	x	-5	x	-2

High-throughput results as filed in PubChem BioAssay.
